# AGP1-GFP MLPCN = modulators of TOR pathway AGP1-GFP in S. cerevisiae; S. cerevisiae AGP1-GFP multiplex flow cytometry, 3 h; GFP as percent of DMSO wells; AID 2066; GFP response vs DMSO, % at 10 µM; 0.02% of 320,000 active;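 active = GFP response relative to DMSO above a set limit, near screen average plus 3 SD, cut at about 150% in these data; inconclusive = fewer than 70 cells counted for the yeast strain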;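 also: median GFP channel fluorescence of the gated AGP1 strain per well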
# VLA-4 inh = inhibition in a human VLA-4 binding assay; P13612; VLA-4 expressing cells, ligand binding flow cytometry; inhibition, % (about 7 µM as worked out from the volumes in the protocol); 0.2% of 330,000 active; AID 2557; in the data active = inhibition above about 50%
# CIT2-GFP yeast = alters CIT2-GFP fluorescence in TOR pathway yeast screen. S. cerevisiae CIT2-GFP strain, flow cytometry, 3 h; 100 means same as DMSO wells. GFP response vs DMSO, % at 10 µM. 0.065% of 320,000 active. AID 2029;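 active = GFP response relative to DMSO above a set limit, near the screen mean plus 3 SD, cut at about 150% in these data; inconclusive = Fewer than 70 cells measured for a yeast strain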;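 also: ratio of well median GFP fluorescence to mean of DMSO wells on the plate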
# GRK2 aptamer HTS = blocks RNA aptamer binding to human GRK2 | P25098 | bead flow cytometry, FAM-aptamer displacement from GRK2 | inhibition of aptamer binding, % at 10 µM | 0.59% of 330,000 active;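 active = inhibition of aptamer binding above 40%, roughly 3 SD of noise, on plates passing a quality check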;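 also: median bead fluorescence of bound FAM aptamer so fluorescent compounds give negative values; no value below 0 was filed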
# Target sequence (P25098 whole entry, looked up): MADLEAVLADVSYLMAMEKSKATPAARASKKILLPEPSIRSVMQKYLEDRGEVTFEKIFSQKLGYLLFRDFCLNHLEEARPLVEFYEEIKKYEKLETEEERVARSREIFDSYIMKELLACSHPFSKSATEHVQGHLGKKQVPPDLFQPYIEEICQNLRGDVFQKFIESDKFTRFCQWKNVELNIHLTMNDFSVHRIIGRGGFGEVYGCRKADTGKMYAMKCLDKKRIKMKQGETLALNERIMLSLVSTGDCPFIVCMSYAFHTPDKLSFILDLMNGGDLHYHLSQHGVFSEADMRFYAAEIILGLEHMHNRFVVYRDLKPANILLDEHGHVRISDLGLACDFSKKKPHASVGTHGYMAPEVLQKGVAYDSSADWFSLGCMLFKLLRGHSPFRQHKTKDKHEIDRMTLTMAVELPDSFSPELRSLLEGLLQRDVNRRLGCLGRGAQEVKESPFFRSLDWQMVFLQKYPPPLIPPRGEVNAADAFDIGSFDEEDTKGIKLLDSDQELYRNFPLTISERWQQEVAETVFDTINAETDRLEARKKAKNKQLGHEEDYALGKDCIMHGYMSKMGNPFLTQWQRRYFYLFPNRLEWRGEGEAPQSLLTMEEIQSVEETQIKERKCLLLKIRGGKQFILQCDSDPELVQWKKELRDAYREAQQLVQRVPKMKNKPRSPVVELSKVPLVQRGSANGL
# JMJD2C inh = inhibitors of human GASC-1 (JMJD2C) demethylase. GST-JMJD2C(1-420) H3K9me3 demethylation, DELFIA europium. inhibition, % at 2.35 µM. 0.069% of 330,000 active;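 active = more than half of a compound's replicate wells show inhibition beyond 50%, single wells judged on their own value; inconclusive = some, but no more than half, of replicates pass 50% inhibition; inactive = no replicate passes 50% inhibition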;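 also: signal counts dimethyl H3K9 product captured on neutravidin plate; 0% = median of DMSO wells and 100% = 0.3 times that DMSO median; strong numbers were not always called active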
# LAP4-GFP MLPCN = alters LAP4-GFP fluorescence in TOR pathway yeast screen. 0.34% of 320,000 active. S. cerevisiae LAP4-GFP multiplex, flow cytometry GFP, 3 h; median GFP as percent of DMSO wells. GFP response vs DMSO, % at 10 µM;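 active = GFP response vs DMSO above a set limit, about the screen mean plus 3 SD, cut at about 150% in these data; inconclusive = under 70 cell events counted for the yeast strain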
# RPL19A TOR yeast = alters RPL19A-GFP fluorescence in TOR pathway yeast screen; S. cerevisiae RPL19A-GFP strain, flow cytometry, 3 h; hits give low values; percent response vs DMSO, % at 10 µM; 0.3% of 330,000 active; AID 2025;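 active = percent response vs DMSO below 50%; inconclusive = fewer than 70 events counted for the yeast strain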;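 also: median channel GFP fluorescence of the barcoded RPL19A-GFP strain; ratio of sample median GFP to plate DMSO average so 100% = DMSO; lower means less RPL19A-GFP as with rapamycin TOR inhibition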
# MEP2-GFP yeast = alters MEP2-GFP fluorescence in TOR pathway yeast screen. S. cerevisiae MEP2-GFP strain, flow cytometry GFP, 3 h; 100% = DMSO control level. GFP response vs DMSO, % at 10 µM. 0.51% of 330,000 active. AID 2016;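 active = GFP response versus DMSO above a set limit, roughly screen mean plus 3 SD, cut at about 180% in these data; inconclusive = fewer than 70 cells counted for a yeast strain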;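 also: median GFP fluorescence of the barcode-gated MEP2-GFP cells per well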
# The depositor's hits bear a star; i = inactive; ? = inconclusive; . = no result given; & = joins results of further samples; [ ] = dose if it differs, or a comment.
# Every second line gives: AGP1-GFP MLPCN	VLA-4 inh	CIT2-GFP yeast	GRK2 aptamer HTS	JMJD2C inh	LAP4-GFP MLPCN	RPL19A TOR yeast	MEP2-GFP yeast
> COC(=O)CCC(=O)NNC(=O)c1cccc(Br)c1
  91	15	95	0	9	83	100	96
> O=C(OCC(=O)C12CC3CC(CC(C3)C1)C2)c1cnccn1
  88	-5	91	0	4	84	76	96
> O=C(Nc1ccc(N2CCCCCC2)cc1)c1ccccc1Cl
  79	9	76	.	11	79	86	85
> Cc1ccccc1NC(=O)c1ccc([N+](=O)[O-])o1
  100	2	101	0	18	109	109	100
> C#CCSc1nnnn1-c1cccc(Cl)c1
  108	27	92	0	-4	108	97	103
> COc1cc(CN2CCCCCC2)cc(OC)c1O
  99	-16	104	0	-1	86	105	102
> O=C(C1CCN(Cc2ccc(F)cc2)CC1)N(CCc1ccccc1)Cc1ccccc1
  98	17	107	1	9	92	99	96
> COC(=O)c1ccc(CSc2nc3c(c(=O)n2-c2ccc(Br)cc2)SCC3)o1
  105	15	102	0	-2	107	104	105
> O=C(c1ccc(C(F)(F)F)cc1)c1c[nH]c(C(=O)NCCCn2ccnc2)c1
  105	33	93	2	-4	92	101	102
> COc1ccc(-c2cn[nH]c2N)c(OC)c1
  88	4	109	2	-8	96	101	98
> Cc1ccc(-n2nc3c(=O)n(CC(=O)NCCCc4ccccc4)nc(C)c3c2C)cc1
  99	15	105	3	-5	98	101	103
> O=C(NCC(c1ccco1)N1CCc2ccccc2C1)c1ccc(Br)cc1 (centres undefined)
  106	13	98	0	3	106	101	100
> O=C(O)c1cc(NS(=O)(=O)c2ccc(NCc3ccccc3)c([N+](=O)[O-])c2)cc(C(=O)O)c1
  109	3	107	0	6	101	106	117
> CC(=O)Nc1c(F)cc(Br)cc1F
  104	0	98	1	-22	105	97	100
> C/C(=N\NC(=S)Nc1ccc(C)cc1)c1cc2ccccc2o1
  99	19	102	4	1	106	98	98
> CCOc1ccc(CCNC(=O)c2cccc(NC3=NC4CS(=O)(=O)CC4S3)c2)cc1 (centres undefined)
  98	-15	101	1	0	100	100	101
> O=C(NCc1ccncc1)c1ccc(Oc2ccccc2)cc1
  99	1	91	0	3	102	100	95
> CCOC(=O)/C=C1\SCC(=O)N1CC(=O)Nc1ccccc1OC(F)F
  99	-4	89	7	11	112	100	103
> O=C(c1ccc(Cl)cc1)N1CCc2ccccc21
  73	10	67	2	-8	84	90	84
> COc1ccc(NC(=O)CN(C)C(=O)Cc2c[nH]c3ccccc23)cc1
  105	-5	102	2	5	101	111	110
> Cc1ccc(Cl)cc1NC(=O)c1ccc(NC(=O)CCC(=O)O)cc1
  ?	2	?	0	-3	?	?	?
> O=C(CNC(=O)C1CCCCC1)NNC(=O)c1ccc(Cl)cc1Cl
  98	4	98	7	3	92	104	98
> Cc1cc(=O)[nH]c(SCC(=O)c2ccc(C)c(C)c2)n1
  99	3	100	4	15	111	97	107
> Cc1nc2ccccc2c(=O)n1NC(=O)c1ccc(Cl)c(Cl)c1
  96	1	95	0	-2	94	102	101
> CCS(=O)(=O)c1nc(S(=O)(=O)c2ccc(Cl)cc2)c(N2CCC(O)CC2)s1
  112	2	108	4	-6	108	110	113
> Cc1cccc(NCN2C(=O)c3ccccc3C2=O)c1
  99	-17	100	0	9	96	96	99
> CC(=O)c1cccc(NC(=O)c2ccccc2-c2ccccc2C(=O)O)c1
  95	1	103	2	16	87	101	102
> O=C(NCC1(N2CCCCC2)CCCCC1)c1ccc(NS(=O)(=O)c2ccc(F)cc2)cc1
  105	4	97	1	-4	115	96	92
> CC1(C)Cc2c(c(N3CCOCC3)nc3sc(C(=O)N4CCCCC4)c(N)c23)CO1
  102	-2	97	4	3	105	101	116
> O=C(c1cnsn1)N1CCC(CO)(Cc2cccc(F)c2)CC1
  99	-2	96	1	12	101	97	99
> Cn1cc(CCNC(=O)CC2C(=O)NCCN2CC(c2ccccc2)c2ccccc2)cn1 (centres undefined)
  109	23	99	1	-9	110	101	107
> CCOc1ccc(S(=O)(=O)NCC2CCCO2)c2ccccc12 (centres undefined)
  16[may fluoresce violet]	17	?	2	-47	77[may fluoresce violet]	47*[may fluoresce violet]	107[may fluoresce violet]
> COc1cc(/C=N/NC(=O)c2ccc(-c3ccccc3)cc2)cc(OC)c1OC
  94	1	106	0	-1	89	99	104
> CS(=O)(=O)c1ccc2nc(NC(=O)CN3C(=O)NC4(CCCC4)C3=O)sc2c1
  97	3	94	0	-14	96	94	98
> Cc1nn(C(C)C(=O)NNC(=S)Nc2ccc(F)cc2)c(C)c1[N+](=O)[O-] (centres undefined)
  99	-11	103	0	3	99	96	105
> Cc1ccc(-c2nnc(CN3CCN(C)CC3)o2)cc1
  107	-2	109	1	1	121	99	140
> O=C(O)c1ccccc1CSc1nnc2c(n1)[nH]c1ccccc12
  104	-4	90	1	0	95	96	97
> O=C(Nc1ccc2nc(-c3ccccc3)[nH]c2c1)c1ccco1
  100	-35	108	1	-3	102	97	102
> CCC(C)[C@H](NC(=O)C1CC(=O)N(c2ccc3c(c2)OCCO3)C1)C(=O)N1CCCCC1 (some centres undefined)
  99	0	100	0	-5	90	99	94
> COc1cc(C2Nc3ccccc3C(=O)N2c2ccccc2)ccc1O (centres undefined)
  102	11	99	0	13	93	99	105
> COc1ccc(N(CC(=O)NCC2CCCO2)C(=O)CCC(=O)Nc2nccs2)cc1 (centres undefined)
  91	0	89	0	3	89	92	92
> Cc1noc(C)c1C(=O)NCC(=O)Nc1ccccc1Br
  98	1	100	3	-3	92	95	98
> Cc1ccc(C(=O)C[n+]2cccc3cc(C)ccc32)cc1
  98	-51	98	0	0	99	93	96
> O=C(N/N=C\CCc1ccccc1)c1ccco1
  100	-3	102	0	2	93	106	103
> Cc1ccnc(NS(=O)(=O)c2ccc(NC(=O)Cc3cccs3)cc2)n1
  103	-7	94	5	8	79	96	98
> O=C(OCc1ccco1)c1ccc(S(=O)(=O)N2CCCCC2)cc1
  93	-4	84	5	5	98	95	95
> CCCCCN(C(=O)CCC(=O)OCc1cc(C(C)=O)ccc1OC)c1c(N)n(CCCC)c(=O)[nH]c1=O
  105	8	100	0	6	104	101	103
> COc1ccc(N=Cc2sc(O)c3ccccc23)cc1
  93	-118	89	0	3	108	94	95
> Cc1cccnc1NC(=O)CCCc1c[nH]c2ccccc12
  98	12	96	0	-34	93	99	96
> CC1=C(C(=O)N2CCCCCC2)C2(CCC(C)CC2)OC1=O (centres undefined)
  98	-2	90	2	i	89	98	101

# (more compounds)
# Every second line gives: AGP1-GFP MLPCN	VLA-4 inh	CIT2-GFP yeast	GRK2 aptamer HTS	JMJD2C inh	LAP4-GFP MLPCN	RPL19A TOR yeast	MEP2-GFP yeast
> N#C/C(=C\c1cc2c(cc1Br)OCO2)C(=O)NCC1CCCO1 (centres undefined)
  111	-5	97	0	6	120	107	100
> CCCCN1C(=O)/C(=C2/Sc3ccc(Cl)cc3N2CC)SC1=S
  96	-3	101	1	4	99	109	110
> COc1ccc(-n2ncc3c(=O)n(CC(=O)Nc4ccc(S(=O)(=O)N5CCOCC5)cc4)cnc32)cc1
  108	8	110	0	-5	96	104	102
> CC(=O)c1sc(NC(=O)c2ccc(F)cc2)nc1-c1ccccc1
  108	32	107	0	-2	97	105	109
> Cc1ccccc1C(=O)c1ccc2c(c1)n(C)c(=O)n2C
  98	-1	104	0	0	97	97	95
> O=C(CCc1nc2ccccc2c(=O)[nH]1)Nc1ccc(Cl)c(Cl)c1
  100	0	99	0	11	89	97	93
> COc1ccc(-c2noc(CN(C)C(=O)Nc3ccccc3)n2)cc1
  106	27	94	1	-1	121	108	107
> O=C(c1cccc2ccccc12)C1CCCN(C(=O)CCN2CCCO2)C1 (centres undefined)
  118	2	110	0	-4	137	109	153
> CC(=O)Nc1ccccc1NC(=O)C/C(C)=N/NC(=O)c1ccncc1
  99	6	93	0	-1	98	100	105
> Cc1cc(C(=O)COC(=O)C2=COCCO2)c(C)n1-c1ccccc1
  98	0	102	3	0	95	98	98
> Cc1cc(C)c(NC(=O)COC(=O)CCn2c(C)csc2=O)c(C)c1
  108	10	116	0	2	108	106	109
> CC(C)C(OC(=O)c1nsc(Cl)c1Cl)C(=O)NC1CCCCC1 (centres undefined)
  99	-1	96	1	-5	97	102	108
> C=CCNC(=S)N1CCN(c2cccc(C(F)(F)F)c2)CC1
  89	-1	112	0	-3	92	106	95
> COc1ccc(C2NC3=C(CCC3)C3(C#N)C4(N=C(N)C23C#N)OCCO4)cc1 (centres undefined)
  105	-3	106	0	4	101	98	102
> C/C(=N\NC(=O)c1ccc2c(c1)OCO2)c1ccc(C(=O)O)s1
  103	-2	98	2	22	107	108	94
> O=C(CSC1=NC2(CCCCC2)N=C1c1ccccc1)Nc1ccc2c(c1)OCCO2
  104	-2	99	1	3	103	98	103
> COc1ccc(CCN(C)C/C=C/c2ccccc2)cc1OC
  99	9	103	0	-2	95	101	104
> CC(C)(C)C(=O)NNC(=O)c1cc2sccc2s1
  104	-1	102	1	-1	113	100	103
> COc1cc(NC(=S)NCCO)c(OC)cc1Cl
  107	12	105	0	10	105	96	93
> CCCNC(=O)c1ccccc1NC(=O)C1=CSCCO1
  108	3	106	0	-12	106	105	113
> COc1cccc(C(=O)Cn2c(=O)n(CC3CCCO3)c(=O)c3ccccc32)c1 (centres undefined)
  96	-2	89	1	-2	94	98	97
> O=C(COC(=O)c1ccc(Cl)cc1O)Nc1cccnc1Cl
  96	0	96	0	-1	99	98	105
> CC(=O)Nc1ccc(S(=O)(=O)N2CCC(C(=O)NCc3ccncc3)CC2)cc1
  104	4	101	1	-2	102	102	100
> CCn1c(SCC(=O)NC2CCCCC2)nc2c(c1=O)SC(C)C2 (centres undefined)
  103	4	99	3	5	103	103	100
> O=C(NCc1cccnc1)C1CCCN(Cc2cnn(-c3ccccc3)c2-n2cccc2)C1 (centres undefined)
  105	14	108	0	4	102	103	105
> CCOc1ccc(NC(=O)CSc2nnc(COc3c(C)cccc3C)o2)cc1
  106	13	104	0	-15&7	101	100	103
> O=S(=O)(NCCc1ccccn1)c1cc(Cl)cc(Cl)c1O
  103	8	103	0	6	105	98	105
> Cc1ccc(N/C=C2\CCCCC2=O)c(C)c1
  98	-40	103	1	-1	97	107	111
> CCOC(=O)c1[nH]c(C)c(C(=O)Nc2ccccc2F)c1C
  83	-6	95	2	3	84	89	95
> COC(=O)C1=C(O)CSC1=Nc1cccc(C(F)(F)F)c1
  103	8	100	3	1	101	103	103
> Cc1csc(NC(=O)CSc2nccn2Cc2ccco2)n1
  101	7	102	1	1	90	101	99
> CC(C)NC(=O)c1cc2ccccc2o1
  92	9	91	1	64	96	94	96
> COc1ccccc1OCC(=O)OCC(=O)NCCN1C(=O)CSC1=O
  100	16	82	0	6	113	95	105
> CCc1ccc(NC(=O)CN(c2ccccc2)S(=O)(=O)N(C)C)cc1
  101	4	105	0	6	99	98	105
> CC(C)CCNC(=O)C1(O)c2ccccc2NC(=O)N1c1ccc(Cl)cc1 (centres undefined)
  88	1	93	0	-2	102	93	100
> CC(=O)Nc1ccc(OCC(O)CNC(C)C)cc1 (centres undefined)
  94	1	89	0	.	97	98	99
